Bioassay records as filed in PubChem BioAssay.
Casp7 inh: qHTS Assay for Allosteric/Competitive Inhibitors of Caspase-7. recombinant caspase-7, Ac-DEVD-AFC fluorescence rate. Potency, µM (doses to about 57.5 µM), without a hit: top-dose activity change, negative = inhibition, usual class: inhibitors. 0.02% of 75,000 active. AID 889, 2007; active = well fitted inhibition curve with a large enough effect in the main read-out, with a control signal flat, not every such curve was filed as active; inconclusive = small, poorly fitted or top-dose-only effect, or a change in a side signal; note: potency is the fitted concentration of half-maximal effect; % of control where 0% means no effect
HADH2 inhib: qHTS Assay for Inhibitors of HADH2 (Hydroxyacyl-Coenzyme A Dehydrogenase, Type II). recombinant HADH2, NADH fluorescence, beta-hydroxybutyryl-CoA. 3-hydroxyacyl-CoA dehydrogenase type-2 (Homo sapiens), Q99714. AID 886, 2007. Potency, µM (doses to about 57.1 µM), for the others: at the highest dose activity change, negative = inhibition, usual class: inhibitors. 3.4% of 73,000 active; note: potency is the fitted concentration of half-maximal effect; % is set by controls: 0 for no effect and ±100 for the full control effect; nearly all actives have a fitted effect of over 60% in size; many of its hits are not listed in these tables
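20 nM HADH2 + cpd, 15 min RT; add 1 mM NAD+/90 uM beta-hydroxybutyryl-CoA; kinetic fluorescence 360/450 nm, 4 min. Tris-HCl pH 9.0, 0.01% Tween-20.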
Caspase-1 inhib: qHTS Assay for Allosteric/Competitive Inhibitors of Caspase-1. P29466. Caspase-1 enzyme, Ac-WEHD-AFC fluorogenic rate. Potency, µM (top dose mostly 57.5 µM), inactives show at the top dose activity change, negative = inhibition, actives largely listed as inhibitors. 0.03% of 75,000 active. AID 900, 2007;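 note: potency is the fitted concentration of half-maximal effect; plate controls were vehicle for no effect and no substrate for full effect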
USP2a inh: qHTS Assay for Inhibitors of Ubiquitin-specific Protease USP2a; Ubiquitin carboxyl-terminal hydrolase 2 (Homo sapiens), O75604; USP2a enzymatic assay, qHTS inhibition; Potency, µM (doses to about 38.3 µM), for the others: at the highest dose activity change, negative = inhibition, actives largely listed as inhibitors; 0.1% of 60,000 active; AID 927, 2007;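 note: potency is the fitted concentration of half-maximal effect; nearly all actives have a fitted effect of over 60% in size; plate controls were DMSO for no effect and NEM full inhibition control for full effect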
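USP2 core (20 nM final) was preincubated with compound for 30 min at RT in 20 mM Tris-HCl pH 8.0, 2 mM CaCl2, 2 mM beta-mercaptoethanol; Ub-PLA2 (20 nM) plus NBD C6-HPC (20 uM) then added, fluorescence read after 2.5 h.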
ERK AVP inh: qHTS Assay for Inhibitors of the ERK Signaling Pathway using a Homogeneous Screening Assay | 0.99% of 72,000 active | Potency, µM (titrated, usually from 57.5 µM), for the others: top-dose activity, negative = inhibition, actives largely listed as inhibitors | AID 995, 2007 | HEK293-V1b, vasopressin-stimulated pERK AlphaScreen; note: potency is the fitted concentration of half-maximal effect; % is set by controls: 0 for no effect and ±100 for the full control effect; nearly all actives have a fitted effect of over 55% in size
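qHTS, compounds titrated on V1b-expressing HEK293 cells. Preincubation 30 min at 37C, vasopressin 25 nM for 5 min, lysis 10 min, bead incubation 5 hr at room temperature.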
HEK293 cAMP cs: qHTS Assay for Agonists of the Thyroid Stimulating Hormone Receptor: Activators of Intracellular cAMP Concentrations in Parental HEK 293 | parental HEK293 CNG cAMP sensor, membrane potential fluorescence | Potency, µM (titrated, usually from 57.1 µM), for the others: at the highest dose activation, most hits filed as activators | 2.5% of 73,000 active | AID 938, 2007; note: potency is the fitted concentration of half-maximal effect; % of control where 0% means no effect; nearly all actives have a fitted effect of over 55% in size
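Parental HEK 293 cells stably expressing a cAMP-gated CNG channel were loaded with membrane potential dye containing 100 uM RO 20-1724 for 60 min. Compound added for 30 min; depolarization read as fluorescence intensity at 590 nm.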
Fluorescein fluor: qHTS Assay for Spectroscopic Profiling in Fluorescein Spectral Region; AID 593, 2007; Compound autofluorescence, 480/540 nm, fluorescein-equivalent; active compounds read high; max fluorescein-equivalent concentration, M; 0.91% of 59,000 active; in the data active = max fluorescein-equivalent concentration above about 10 nM; inconclusive = between about 1.1 nM and that limit
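Values reflect compound autofluorescence, normalized to fluorescein on the same plate and reported at each tested concentration. Conditions: 100 mM Tris pH 8.0, room temperature, 15 min, excitation 480 nm, emission 540 nm.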
FLuc inh: qHTS Assay for Inhibitors of Firefly Luciferase. Luciferin 4-monooxygenase (Photinus pyralis), P08659. purified firefly luciferase, luminescence, 8 min. Potency, µM (titrated, usually from 57.1 µM), without a hit: at the highest dose activity change, negative = inhibition, hits mostly inhibitors. 2.2% of 72,000 active; note: potency is the fitted concentration of half-maximal effect; % is set by controls: 0 for no effect and ±100 for the full control effect; nearly all actives have a fitted effect of over 40% in size
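Substrate buffer containing 10 uM ATP (pH 7.2 imidazole, Mg2+, KCl, detergent, BSA) is dispensed, compound pinned in, then luciferase/luciferin detector mix added. After 8 min at ambient temperature, light output is measured.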
TexasRed autofl: qHTS Assay for Spectroscopic Profiling in Texas Red Spectral Region; Compound fluorescence, Texas Red channel, 547/618 nm; active compounds read high; max dye-equivalent concentration, M; 0.06% of 59,000 active; in the data active = max dye-equivalent concentration above about 10 nM; inconclusive = between about 1.1 nM and that limit
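Dye-equivalent concentrations come from scaling compound signal (ex 547, em 618 nm) to six Texas Red standard concentrations run on every plate, after 15 min room-temperature incubation in pH 8.0 Tris (100 mM).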
Tau fil binding: qHTS Assay for Tau Filament Binding. 2% of 71,000 active. recombinant tau filaments, thioflavin S fluorescence, 15 h; filaments grown with octadecylsulfate alongside compound. Potency, µM (titrated, usually from 57.1 µM), inactives show at the highest dose activity change, negative = inhibition. Microtubule-associated protein tau (Homo sapiens), P10636;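 note: potency is the fitted concentration of half-maximal effect; % is set by controls: 0 for no effect and ±100 for the full control effect; actives lower thioflavin S fluorescence by blocking filaments or displacing dye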
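His-tagged recombinant human tau (exons 2, 3, 10; 1 uM final) fibrillized with 30 uM sodium octadecylsulfate, 15 h at 37 C, in pH 7.4 HEPES buffer with 10 uM thioflavine S and 5 mM DTT. Reduced ThS fluorescence (450/510 nm) marks activity.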
Rhodamine fluor: qHTS Assay for Spectroscopic Profiling in Rhodamine Spectral Region | Rhodamine-region fluorescence, 547/598 nm, Tris buffer; active compounds read high | max dye-equivalent concentration, M | 0.05% of 59,000 active | AID 594, 2007; in the data active = max dye-equivalent concentration above about 11 nM; inconclusive = between about 1.1 nM and that limit
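qHTS spectral profiling of compounds without any target or enzyme present, in pH 8.0 Tris buffer; plates were read after a 15-minute room-temperature incubation using the rhodamine-region filter set.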
An asterisk follows results filed as active; i = inactive; u = inconclusive; x = not tested or not shown; & = joins results of further samples; [ ] = remark or other dose. Unless noted, calls come from the whole dose curve; as a rule, active = well fitted curve in the direction sought with a large enough effect; inconclusive = small, poorly fitted or top-dose-only effect, or another doubt; inactive = no such curve, though single readings can be large; an effect the other way counts as inactive or inconclusive.

Molecule,Casp7 inh,HADH2 inhib,Caspase-1 inhib,USP2a inh,ERK AVP inh,HEK293 cAMP cs,Fluorescein fluor,FLuc inh,TexasRed autofl,Tau fil binding,Rhodamine fluor
CCN(CC)CCCNC(=O)c1cc(-c2ccc(Cl)cc2)on1,0%,4%,4%,0%,2%,17%,u,-2%,u,31%,i
CCOC(=O)N1CCN(S(=O)(=O)c2cccc3nonc23)CC1,2%,-7%,1%,-3%,13%,2%,u,0%,i,-13%,i
CC(=O)Nc1ccc(-c2cn3cccnc3n2)cc1,-15%,16µM*,-17%,-3%,7%,8%,i,-19%,i,14%,i
COc1ccc(CCn2nnnc2C(c2ccc(Cl)cc2)N2CCN(C)CC2)cc1OC (configuration not stated),-1%,17%,-1%,2%,4%,14%,i,3%,i,-6%,i
CCc1[nH]c(C)c(C(C)=O)c1C,0%,u,1%,-3%,25%,7%,i,-3%,i,-4%,i
Cc1cccc(OCC(=O)N2CCN(C(=O)Cc3ccccc3)CC2)c1,-4%,-2%,-3%,8%,-6%,-4%,x,0%,x,-2%,x
CC[C@](C)(CN(C)C)OC(=O)c1ccccc1,0%[25.7 µM],2%[25.6 µM],0%[25.7 µM],-2%[17.1 µM],18%[25.7 µM],x,u,x,i,-7%[25.6 µM],i
COC(=O)C1=C(C)NC(C)=C(C(=O)OC)C1c1ccc(OC(=O)c2ccco2)cc1,-16%,u,-15%,5%,10%,9%,x,3%,x,3%,x

Structures listed so far that bear a hit mark in HADH2 inhib.
smiles	Casp7 inh	HADH2 inhib	Caspase-1 inhib	USP2a inh	ERK AVP inh	FLuc inh	TexasRed autofl	Tau fil binding	Rhodamine fluor
CC(=O)Nc1ccc(-c2cn3cccnc3n2)cc1	-15%	16µM*	-17%	-3%	7%	-19%	i	14%	i

(further entries)
Molecule,Casp7 inh,HADH2 inhib,Caspase-1 inhib,USP2a inh,ERK AVP inh,HEK293 cAMP cs,Fluorescein fluor,FLuc inh,TexasRed autofl,Tau fil binding,Rhodamine fluor
Cc1cc(CC(C)C)n(-c2nc3ccccc3c(=O)n2OCC(=O)N(C)C)n1,-2%,-1%,-2%,4%,-11%,15%,i,0%,i,5%,i
Cc1nc2ncnn2c(C)c1CCC(=O)N1CCc2ccccc2C1,0%,7%,3%,-8%,6%,3%,i,3%,i,-1%,i
CC(C)COc1ccc(C(=O)OC2CC(C)(C)OCC2CN(C)C)cc1 (configuration not stated),0%,11%,-3%,53%[activator],-4%,u,u,2%,u,u,i
CSCC[C@H](NC(=O)OC(C)(C)C)c1nnc(SCC=C(C)C)o1,0%,-2%,2%,4%,-3%,30%,i,0%,i,-16%,i
COc1ccc(C(C)NC(=O)c2ccoc2C)cc1OC (configuration not stated),-1%,10%,1%,-4%,6%,12%,i,1%,i,-4%,i
COc1ccc(CCNC(=O)CSc2nncn2N)cc1OC,-1%,8%,-1%,x,-7%,6%,i,0%,i,-18%,i
Cc1ccc(C(=O)C(NC(=O)c2ccco2)N2CCOCC2)cc1 (configuration not stated),-2%,6%,2%,1%,-5%,10%,u,-7%,u,9%,i
COCCn1nnnc1CN1CCC(NC(=O)Nc2cccc(OC)c2)CC1,0%,1%,1%,-1%,0%,-2%,u,-2%,u,-3%,i
COc1ccccc1NC(=O)CSc1nc(N)cc(N)n1,3%,-2%,-2%,16%,0%,-7%,u,-2%,u,-5%,i
CCOC(=O)CSC1=C(C#N)C(c2sccc2C)CC(=O)N1 (configuration not stated),-1%,-1%,0%,0%,6%,u,i,2%,u,-2%,i
O=C(Nc1cccc2c1CCCC2)c1ccc(Br)o1,-5%,-1%,-2%,7%,-11%,25µM*,x,0%,x,38%,x
Cc1nc2ncnn2c(C)c1CCC(=O)NC(C)c1ccc2c(c1)OCCO2 (configuration not stated),-1%,8%,-1%,-1%,-20%,-4%,u,1%,i,2%,i
COc1ccc(C(=O)NCc2nnc(SCC(=O)NCc3ccc(F)cc3)o2)cc1,-1%,4%,0%,9%,-3%,10%,i,-1%,u,-7%,i
Cc1cccc(OCC(=O)NCc2ccncc2)c1C,-1%,0%,-1%,x,-2%,4%[11.4 µM],x,-1%,x,-6%,x
CC(=O)N1CCc2c(sc(NC(=O)C3CC3)c2-c2nc3ccccc3s2)C1,-3%,6%,-6%,x,x,4%,x,-4%,x,304%,x
COc1ccc(C(=O)Nc2ccc(C)cn2)c(OC)c1,-2%,1%,2%,6%,7%,0%,u,0.25µM*,i,21%,i
c1ccc2c(c1)CCN2CCN1CCc2ccccc21,1%,-19%,-3%,38%[activator],-2%,7%,x,-2%,x,u,x
Cc1cccc(C)c1OCC(=O)NCc1nnc(SCC(=O)NC2CCCCC2C)n1C (configuration not stated),1%,12%,-6%,16%,-4%,-1%,i,0%,i,10%,i
Cc1c(NC(=O)CCC2CCCCC2)c(=O)n(-c2ccccc2)n1C,0%,-11%,-1%,1%,3%,-1%,i,1%,u,2%,i
CN1CCN(CCCNC(=O)CCCOc2cc(=O)n(C)c3ccccc23)CC1,-1%,6%,2%,-3%,15%,-2%,i,3%,i,-6%,i
CC1CCCC(C)N1C(=O)CSc1nnnn1Cc1ccccc1 (configuration not stated),0%,4%,-1%,-2%,u,23%,i,2%,i,6%,i
CN(C)S(=O)(=O)Nc1ccc(C(=O)O)cc1,-1%,7%,1%,4%,-22%,2%,i,3%,i,2%,i
C=CCSc1nnc2c(n1)OC(c1cccnc1)Nc1ccccc1-2 (configuration not stated),0%,-16%,0%,-1%,-4%,u,x,0%,x,-5%,x
CC(NC(=O)C(C)(C)C)c1nc2ccccc2n1C (configuration not stated),-1%,-1%,2%,-8%,-4%,3%,i,4%,u,-9%,i
Cc1ccccc1NS(=O)(=O)c1ccc(OCC(=O)N2CCCC2)cc1,-2%,2%,-7%,-5%,-6%,3%,i,-1%,i,52%,i
CCCCOCCCn1cnc2c([nH]c3cc(OC)ccc32)c1=O,-2%,9%,1%,9%,7%,3%,i,2%,i,14%,i
C[C@@H]1CCC[C@H](C)N1NC(=O)c1ccc(Cl)c(S(N)(=O)=O)c1,-1%[25.7 µM],u,3%[25.7 µM],2%[17.1 µM],7%[25.7 µM],13%[25.6 µM],i,-1%&2%[25.5 µM],i,-3%[25.6 µM],i
O=C(COc1ccc2ccccc2c1Br)N1CCOCC1,-1%,3%,-1%,-3%,-2%,12%,u,3%,i,2%,i
COc1ccc(CCNC(=O)c2ccc(CNc3c(N4CCOCC4)c(=O)c3=O)cc2)cc1OC,0%,0%,3%,5%,21%,1%,i,1%,i,-1%,i
Clc1ccccc1CSc1ncccn1,-1%,3%,0%,-5%,29%,22%,i,2%,i,-2%,i
Cc1ccccc1-c1ccc2ncnc(NCCN3CCOCC3)c2c1,-20%,15%,-11%,52%[activator],25µM*,u,i,-13%[2.29 µM],i,2%,i
CCOC(=O)C1CCN(C(=O)CCCOc2ccccc2)CC1,0%,-1%[11.4 µM],-1%,10%[7.66 µM],-6%,u,x,-8%,x,2%[11.4 µM],x
COc1cc(C2NC(=O)NC(c3ccccc3)=C2C(C)=O)ccc1OCC#N (configuration not stated),0%,-2%,1%,-3%,-20%,9%,u,1%,i,7%,i
CCCC(=O)Nc1ccccc1-c1nnc(SC)[nH]c1=O,1%,-11%,-2%,x,x,6%,x,2%,x,-15%,x
Cn1c(C(=O)N2CCN(c3ccc(Cl)cc3)CC2)cc2c(=O)[nH]c3ccccc3c21,-5%,-7%,-4%,48%[activator],15%,-6%,i,-2%,i,119%,i
Cc1cc(=O)oc(C)c1C(=O)O,4%,1%,-2%,-3%,1%,10%,i,3%,i,0%,i
Cc1cc(NCCCn2ccnc2)n2ncc(-c3ccccc3)c2n1,0%,36%[activator],0%,15%,0%,-21%,i,1.6µM*,u,-18%,i
CCOc1ccc(Nc2nc3c(c(=O)[nH]2)CCCC3)cc1,-1%,15%,-1%,11%,1%,-8%,i,0%,i,-5%,i
COCC(=O)Nc1ccccc1C(=O)Nc1ccc(OC)cc1,1%,17%,3%,5%,-24%,2%,u,1%,i,9%,i

These rows are one share of the data; the hit share may differ from the screen's.
